D1 PAM = enhances dopamine response at the human D1 receptor; P21728; HEK293 TREx D1 cells, calcium flux, dopamine EC20 potentiation; potentiation, % at 10 µM; 360,000 compounds, 0.036% hits; AID 504651; in the data active means potentiation above about 30%; further: 0% is about no effect
Target sequence (P21728 whole entry, looked up): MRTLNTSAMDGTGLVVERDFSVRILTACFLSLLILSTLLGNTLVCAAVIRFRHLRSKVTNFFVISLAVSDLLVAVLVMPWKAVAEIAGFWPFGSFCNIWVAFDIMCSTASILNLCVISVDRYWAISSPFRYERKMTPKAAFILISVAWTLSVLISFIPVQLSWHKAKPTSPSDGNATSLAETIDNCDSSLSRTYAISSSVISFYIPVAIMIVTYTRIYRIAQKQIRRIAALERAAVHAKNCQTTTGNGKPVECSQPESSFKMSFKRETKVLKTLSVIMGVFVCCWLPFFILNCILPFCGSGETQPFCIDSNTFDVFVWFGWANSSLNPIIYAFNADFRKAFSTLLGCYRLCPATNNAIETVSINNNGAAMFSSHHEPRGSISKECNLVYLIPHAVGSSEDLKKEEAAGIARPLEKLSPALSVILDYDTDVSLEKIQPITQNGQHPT
D2 ag = D2 dopamine receptor (human) agonism. HEK293 T-REx D2 cells, calcium flux agonist mode. activation, % at 2 µM. P14416. AID 485358. 340,000 compounds, 0.53% hits;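 active means activation over 3 SD above normal in the single-dose calcium agonist read, cut at about 30% in these data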; further: 0% is about no effect
Target sequence (P14416 whole entry, looked up): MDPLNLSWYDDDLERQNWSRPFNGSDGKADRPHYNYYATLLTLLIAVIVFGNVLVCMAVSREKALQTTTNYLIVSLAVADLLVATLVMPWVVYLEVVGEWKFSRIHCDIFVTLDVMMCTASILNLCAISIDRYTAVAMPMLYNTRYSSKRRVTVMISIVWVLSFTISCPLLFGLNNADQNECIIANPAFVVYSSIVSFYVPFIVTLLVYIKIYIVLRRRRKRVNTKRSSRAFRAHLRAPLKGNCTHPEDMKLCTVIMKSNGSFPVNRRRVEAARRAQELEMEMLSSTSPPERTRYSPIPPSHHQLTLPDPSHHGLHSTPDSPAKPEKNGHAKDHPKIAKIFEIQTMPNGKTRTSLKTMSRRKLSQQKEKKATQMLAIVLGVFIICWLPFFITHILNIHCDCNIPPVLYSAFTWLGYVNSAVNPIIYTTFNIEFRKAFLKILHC
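Agonism scored from kinetic calcium signal (1 read/sec, 180 s) following compound pin transfer, after a 10 s baseline. Cells: HEK293 Trex line expressing inducible D2 receptor coupled to calcium, dye-loaded after overnight culture at 30 C.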
TRHR ag = agonists of human TRH receptor; activation, % at 2 µM; AID 493084; 360,000 compounds, 0.18% hits; TRHR cells, calcium flux fluo-8, FDSS agonist mode; further: 0% is about no effect
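TRHR-expressing cells, plated overnight in medium with 10% serum, were loaded with fluo-8 calcium dye at room temperature. After a 10 s baseline, library compound was pin-added and calcium release was recorded kinetically (ex 480/em 530) as agonist response.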
D2 potentiator = D2 dopamine receptor (human) potentiation; P14416; HEK293 T-REx D2, calcium flux, EC20 dopamine potentiation; potentiation, % at 10 µM; 340,000 compounds, 0.34% hits; AID 485347;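 active means potentiation over 3 SD above the plate norm, cut at about 30% in these data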; further: 0% is about no effect
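Potentiation of an EC20 dopamine calcium response is measured in a force-coupled, tetracycline-inducible Hek293 Trex D2 line. Compound-only kinetic reads over 180 s flag agonists before dopamine addition.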
D1 antagonist = antagonists of human D1 dopamine receptor; P21728; HEK293 TREx D1 cells, calcium flux, dopamine EC80; hits give low values; activity change, negative = inhibition, % at 10 µM; 360,000 compounds, 3.2% hits; AID 504652; in the data active means activity change below about -30%; further: on the % scale 0 is the no-effect control and ±100 the full control effect
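Tetracycline-induced HEK293 Trex D1 cells, force-coupled to calcium, dye-loaded; compounds added and read 180 s, then EC80 dopamine added and calcium flux tracked kinetically another 180 s.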
TRHR enhancer = allosteric enhancers of human TRH receptor. enhancement, % at 2 µM. AID 493056. 360,000 compounds, 0.66% hits. TRHR cells, fluo-8 calcium fluorescence, EC20 TRH enhancement; in the data active means enhancement above about 30%; further: 0% is about no effect
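TRHR-expressing cells loaded with fluo-8 calcium dye were read kinetically (ex 480/em 530) during compound addition, then stimulated with an EC20 of TRH (10 nM final). Enhancement of the Gq-mediated intracellular calcium response was scored.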
D2 antagonist = antagonists of human D2 dopamine receptor | 340,000 compounds, 2% hits | HEK293 TREx D2 cells, calcium flux, dopamine EC80 | inhibition, % at 10 µM; in the data active means inhibition above about 30%; further: 0% is about no effect
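Overnight-induced (tetracycline, 30 C) HEK293 T-REx cells carrying force-coupled D2 receive a no-wash calcium dye, then compound, then EC80 dopamine at 180 s; signals are read kinetically throughout.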
RXFP1 antagonist = blocks the human relaxin receptor RXFP1. Q9HBX9. HEK293-RXFP1, relaxin-stimulated cAMP HTRF, 30 min; hits give low values. activity change, negative = inhibition, % at 57.5 µM. 350,000 compounds, 0.59% hits;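 active means activity change of -60% or lower, but not beyond a set lower limit; inconclusive means change between -60% and -40%, or beyond the set limit; inactive means change above -40%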; further: on the % scale 0 is the no-effect control and ±100 the full control effect
D1 ag = activates the human D1 dopamine receptor; P21728; HEK293 T-REx D1 cells, calcium flux, agonist mode; activation, % at 2 µM; 360,000 compounds, 1% hits; AID 504660; further: 0% is about no effect
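Inducible HEK293 T-REx D1 cells, force-coupled to calcium signalling, were plated at 4000 cells/well with tetracycline and held overnight at 30 C. After no-wash calcium dye loading, compound-evoked calcium rise over 180 s flagged agonists.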
* marks the source's active call; other numbers are inactive results. Unless noted, no stated cut-off is given here; in the data, active means activation above about 30%; inactive means the rest.

CCOc1ccccc1NC(=O)CCS(=O)(=O)c1cccc2nonc12 was read as D1 PAM 2, D2 ag 0.0, TRHR ag -0.2, D2 potentiator 0, D1 antagonist -21, TRHR enhancer 4, D2 antagonist 18, RXFP1 antagonist 7 and D1 ag 0.
For CCOC(=O)C1(Cc2cccc(Cl)c2)CCCN(C(=O)c2ccoc2C)C1 (stereo not drawn) the results were D1 PAM -2, TRHR ag -0.9, D1 antagonist -13, TRHR enhancer -17, RXFP1 antagonist 5 and D1 ag 0.
COc1ccc(-c2c(C)nn3c(-c4ccccc4)cc(C)nc23)cc1 was read as D1 PAM 1, D2 ag -0.4, TRHR ag 0.4, D2 potentiator -1, D1 antagonist -15, TRHR enhancer -6, D2 antagonist -10, RXFP1 antagonist -7 and D1 ag 2.
`O=C(COC(=O)C1CCC1)NCc1ccccc1Cl` gave D1 PAM -2, D2 ag -1.0, TRHR ag -0.3, D2 potentiator 2, D1 antagonist 3, TRHR enhancer 0, D2 antagonist 5, RXFP1 antagonist 6 and D1 ag 0.
Screening CCCCCCCCc1c(O)nc(-n2[nH]c(C)c(CCO)c2=O)[nH]c1=O returned D1 PAM -1, D2 ag -0.6, TRHR ag 1.2, D2 potentiator 3, D1 antagonist -12, TRHR enhancer -3, D2 antagonist -3, RXFP1 antagonist 1 and D1 ag 1.
For Cc1onc(-c2c(Cl)cccc2Cl)c1C(=O)N1CCc2ccccc2C1 the results were D1 PAM -8, D2 ag 72*, TRHR ag -0.2, D2 potentiator -11, D1 antagonist 18, TRHR enhancer -9, D2 antagonist 0 and D1 ag 1.
`C#CCOCCOCCOCCNc1nc(N2CCN(C(=O)[C@H]([C@@H](C)CC)n3cc(CCCCN)nn3)CC2)nc(N2CCN(C(=O)[C@H](CCCCN)n3cc(CCC(=O)O)nn3)CC2)n1` gave D1 PAM -8, D2 ag 0.1, TRHR ag -0.2, D2 potentiator -7, D1 antagonist 0, TRHR enhancer 5, D2 antagonist 5 and D1 ag 4.
CN1CCN(C2=CC(=O)OC23CCCCC3)CC1 was read as D1 PAM -1, D2 ag 0.4, TRHR ag 0.0, D2 potentiator -5, D1 antagonist 1, TRHR enhancer -7, D2 antagonist 16, RXFP1 antagonist -16 and D1 ag 1.
`COC(=O)c1c(C)[nH]c(C)c1-c1ccccc1` gave D1 PAM 2, D2 ag -0.3, TRHR ag -1.3, D2 potentiator -4, D1 antagonist -8, TRHR enhancer 6, D2 antagonist -13, RXFP1 antagonist 11 and D1 ag 2.
Screening C=CCNC(=O)c1cc2c(C(F)(F)F)nn(C)c2s1 returned D1 PAM 2, D2 ag 0.4, TRHR ag 0.0, D2 potentiator 11, D1 antagonist 5, TRHR enhancer 12, D2 antagonist -4, RXFP1 antagonist -3 and D1 ag 0.
For CCN(c1ccccc1C)S(=O)(=O)c1nnc(NC(=O)c2ccccc2C)s1 the results were D1 PAM 3, D2 ag -0.7, TRHR ag 0.1, D2 potentiator 3, D1 antagonist 3, TRHR enhancer -2, RXFP1 antagonist -28 and D1 ag 2.
Screening O=C(Nc1ccccc1C(=O)NCCN1CCOCC1)c1ccco1 returned D1 PAM -16, D2 ag -2.5, TRHR ag -1.0, D2 potentiator 3, D1 antagonist -9, TRHR enhancer 0, D2 antagonist 5, RXFP1 antagonist -5 and D1 ag 3.
For CCOc1cc(N2CCOCC2)c(OCC)cc1NC(=O)C1CC(=O)N(c2ccccc2OCC)C1 (stereo not drawn) the results were D1 PAM -1, D2 ag 0.5, TRHR ag -0.4, D2 potentiator 0, D1 antagonist -4, TRHR enhancer -8, D2 antagonist 5, RXFP1 antagonist 8 and D1 ag 1.
Screening CCCCC(C(=O)OCC)C(N)Cc1ccc(F)cc1 (stereo not drawn) returned D1 PAM -5, D2 ag 0.4, TRHR ag 0.4, D2 potentiator 1, D1 antagonist -15, TRHR enhancer -2, D2 antagonist -2, RXFP1 antagonist 0 and D1 ag 12.
Screening CC(=O)c1cccc(CN2CCC(C(=O)Nc3ccc(Oc4cccnc4)cc3)CC2)c1 returned D1 PAM -7, D2 ag -0.8, TRHR ag 0.7, D2 potentiator -2, D1 antagonist -20, TRHR enhancer -2, D2 antagonist -5, RXFP1 antagonist -9 and D1 ag 20.
c1ccc(OCc2nn3c(-c4ccncc4)nnc3s2)cc1 was read as D1 PAM 0, D2 ag -0.9, TRHR ag -2.1, D2 potentiator 9, D1 antagonist -11, TRHR enhancer 0, D2 antagonist -5, RXFP1 antagonist -11 and D1 ag 7.
`COc1ccc(OCC(=O)N2CCN(c3nnc(-c4ccccc4)c4ccccc34)CC2)cc1` gave D1 PAM -10, D2 ag 2.6, TRHR ag -0.7, D2 potentiator 2, D1 antagonist -1, TRHR enhancer -1, D2 antagonist -1, RXFP1 antagonist 13 and D1 ag 0.
Screening CN1CCN(C(=O)c2ccc3c(=O)n4c(nc3c2)CCCCC4)CC1 returned D1 PAM -4, D2 ag -0.5, TRHR ag 0.8, D2 potentiator 27, D1 antagonist 41, TRHR enhancer -7, D2 antagonist 6, RXFP1 antagonist -11 and D1 ag 3.
CCOc1ccccc1CNCc1cccn1-c1nnc(N2CCN(c3ccccc3)CC2)s1 was read as D1 PAM -3, D2 ag 0.5, TRHR ag -0.9, D2 potentiator -4, D1 antagonist -15, TRHR enhancer 21, RXFP1 antagonist -18 and D1 ag 16.
`O=C(Cc1ccccc1Cl)Nc1ccc(S(=O)(=O)N2CCOCC2)cc1` gave D1 PAM -6, D2 ag 1.4, TRHR ag 1.3, D2 potentiator 0, D1 antagonist 5, TRHR enhancer 4, D2 antagonist -15, RXFP1 antagonist -12 and D1 ag 15.
Screening COc1cccc(CC(=O)OCC(=O)NNC(=O)c2ccc(Br)cc2)c1 returned TRHR ag -0.1, D1 antagonist -33*, TRHR enhancer -1, RXFP1 antagonist -1 and D1 ag 7.
Screening O=C(/C=C/c1ccc(Cl)cc1)NC(=S)Nc1ccc(N2CCOCC2)c(Cl)c1 returned D1 PAM 4, D2 ag 0.8, TRHR ag -0.3, D2 potentiator 5, D1 antagonist -21, TRHR enhancer 0, D2 antagonist -5, RXFP1 antagonist -10 and D1 ag 1.
For CCOC(=O)/C(=C\c1cccc(O)c1)c1nc2sc(C)c(C)c2c(=O)[nH]1 the results were D1 PAM -6, D2 ag -0.6, TRHR ag -1.0, D2 potentiator -16, D1 antagonist -1, TRHR enhancer 3, D2 antagonist -4, RXFP1 antagonist inconclusive and D1 ag 1.
Screening Cc1cccc(OCc2nc(C#N)c(NCCN(C)C)o2)c1 returned D1 PAM 1, D2 ag 0.5, TRHR ag 0.7, D2 potentiator 7, D1 antagonist 26, TRHR enhancer 2, D2 antagonist 3 and D1 ag 9.

Arranged by SMILES length (ascending): some entries from above
`O=C(Cc1ccccc1Cl)Nc1ccc(S(=O)(=O)N2CCOCC2)cc1` gave D1 PAM -6, D2 ag 1.4, TRHR ag 1.3, D2 potentiator 0, D1 antagonist 5, TRHR enhancer 4, D2 antagonist -15, RXFP1 antagonist -12 and D1 ag 15.
CCOc1ccccc1CNCc1cccn1-c1nnc(N2CCN(c3ccccc3)CC2)s1 was read as D1 PAM -3, D2 ag 0.5, TRHR ag -0.9, D2 potentiator -4, D1 antagonist -15, TRHR enhancer 21, RXFP1 antagonist -18 and D1 ag 16.
Screening O=C(/C=C/c1ccc(Cl)cc1)NC(=S)Nc1ccc(N2CCOCC2)c(Cl)c1 returned D1 PAM 4, D2 ag 0.8, TRHR ag -0.3, D2 potentiator 5, D1 antagonist -21, TRHR enhancer 0, D2 antagonist -5, RXFP1 antagonist -10 and D1 ag 1.

(continued)
For O=C(c1ccccc1)c1nnc(-c2ccncc2)o1 the results were D1 PAM -9, D2 ag -0.3, TRHR ag -0.3, D2 potentiator -4, D1 antagonist -4, TRHR enhancer 0, D2 antagonist 21, RXFP1 antagonist -5 and D1 ag 1.
O=C(CN1CCC(C(=O)c2ccc(F)cc2)CC1)Nc1ccc(F)cc1 was read as D1 PAM -7, D2 ag -0.4, TRHR ag -0.4, D2 potentiator -25, D1 antagonist -7, TRHR enhancer -9, D2 antagonist 10, RXFP1 antagonist -2 and D1 ag 7.
COc1ccc(-c2nc(Cn3c(=O)cc(C)c4c(C)nn(-c5ccccc5)c43)c(C)o2)cc1OC was read as D1 PAM 2, D2 ag -0.7, TRHR ag -0.9, D1 antagonist 0, TRHR enhancer -5, RXFP1 antagonist -4 and D1 ag 5.
For Cc1ccc(C)c(NC(=O)C2=CCN(S(=O)(=O)c3ccc(F)cc3)CC2)c1 the results were D1 PAM -3, D2 ag 0.7, TRHR ag -0.5, D2 potentiator -6, D1 antagonist 36, TRHR enhancer -5, D2 antagonist 11 and D1 ag -2.
`CCCCN1C(=O)C(=O)N(CC(=O)Nc2sc(C)c(C)c2C(=O)OC)C1=O` gave D1 PAM 8, D2 ag -0.3, TRHR ag -0.1, D2 potentiator 16, D1 antagonist 0, TRHR enhancer 6, D2 antagonist 28, RXFP1 antagonist 1 and D1 ag 1.
Screening O=C(Nc1nccs1)c1ccc(-c2ccc(F)c(Cl)c2)o1 returned D1 PAM -5, D2 ag -1.4, TRHR ag -0.5, D2 potentiator 5, D1 antagonist -1, TRHR enhancer 6, D2 antagonist -1, RXFP1 antagonist -4 and D1 ag 2.
For N=C1C(c2nc(-c3ccc(F)cc3)cs2)=C(O)CN1CCCN1CCOCC1 the results were D1 PAM -7, TRHR ag -0.7, D2 potentiator -6, D1 antagonist 13, TRHR enhancer 0, RXFP1 antagonist -12 and D1 ag 1.
Screening O=C(COc1ccccc1)N=C1SC2CS(=O)(=O)CC2N1c1cccc(F)c1 (stereo not drawn) returned D1 PAM 5, D2 ag 0.8, TRHR ag -0.3, D2 potentiator 1, D1 antagonist 20, TRHR enhancer 1, D2 antagonist 1, RXFP1 antagonist -2 and D1 ag 5.
For O=C(Nc1cccc(O)c1)C(Cc1ccccc1)N1C(=O)c2cccc3cccc(c23)C1=O (stereo not drawn) the results were D1 PAM 10, D2 ag 1.7, TRHR ag 1.2, D2 potentiator 14, D1 antagonist -1, TRHR enhancer -1, D2 antagonist 3, RXFP1 antagonist -21 and D1 ag 3.
Screening OCCOc1nnnn1-c1ccccc1 returned D1 PAM 1, D2 ag 0.6, TRHR ag 0.5, D2 potentiator -7, D1 antagonist 14, TRHR enhancer 4, D2 antagonist -7, RXFP1 antagonist 3 and D1 ag 2.
Cc1ccc(NC(=O)COC(=O)Cn2cnc3ccccc32)c([N+](=O)[O-])c1 was read as D1 PAM -4, D2 ag 2.0, TRHR ag 0.3, D2 potentiator 2, D1 antagonist -28, TRHR enhancer 2, D2 antagonist -21, RXFP1 antagonist -29 and D1 ag 11.
O=[N+]([O-])c1c(NCCCO)cc(N2CCCCCC2)c2nonc12 was read as D1 PAM -2, D2 ag 0.2, TRHR ag -0.7, D2 potentiator 0, D1 antagonist 22, TRHR enhancer -4, D2 antagonist -17, RXFP1 antagonist -7 and D1 ag 1.
For CC1=C(C#N)C(c2cccnc2)C2=C(CC(c3ccc(Cl)cc3)CC2=O)N1 (stereo not drawn) the results were D1 PAM 0, D2 ag 0.9, TRHR ag -1.1, D2 potentiator 1, D1 antagonist 1, TRHR enhancer 4, D2 antagonist -7, RXFP1 antagonist -1 and D1 ag 0.

Screens (PubChem BioAssay)
